ATXN viability: cell viability loss in ATXN counter-screen; S2 cells (HEK-293 line with an ATXN2-luciferase reporter) viability, CellTiter-Fluor protease fluorescence, 24 h; Potency, µM (series often up to 56.7 µM), usual class: cytotoxic; actives 0.49% (n = 400,000); further: potency means the concentration at half of the fitted maximal effect; nearly all actives have a fitted effect of over 40% in size
KB-3-1 tox: KB-3-1 parental cell cytotoxicity; KB-3-1 viability, CellTiter-Glo ATP luminescence, 72 h; Potency, µM (titrated, usually from 46.1 µM), for inactives: at the highest dose activity change, negative = cytotoxic, actives largely listed as cytotoxic; actives 1.4% (n = 400,000); further: potency means the concentration at half of the fitted maximal effect; on the % scale 0 is the no-effect control and ±100 the full control effect; nearly all actives have a fitted effect of over 60% in size
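72 h, 37 °C compound treatment of KB-3-1 parental cells; CellTiter-Glo added, 10 min, luminescence read. Data corrected against DMSO-only plates and normalized before curve fitting.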
ATXN2 expr inh: inhibitors of ATXN2 expression. HEK-293 ATXN2-luciferase reporter, luminescence, 24 h. Potency, µM (top dose mostly 57 µM), inactives show top-dose activity change, negative = inhibition, usual class: inhibitors. actives 0.72% (n = 360,000). AID 1745845; further: potency means the concentration at half of the fitted maximal effect; on the % scale 0 is the no-effect control and ±100 the full control effect; nearly all actives have a fitted effect of over 55% in size
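qHTS (up to 57 uM final) was run with 24 h compound exposure of reporter cells at 37 °C. Each well was multiplexed: SteadyGlo luminescence measured ATXN2-luciferase expression after a fluorogenic Gly-Phe-AFC viability readout (25 uM final).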
HT1080NT lethal: kills 2HG-producing HT-1080-NT fibrosarcoma cells; HT-1080-NT fibrosarcoma viability, CellTiter-Glo ATP luminescence, 48 h; Potency, µM (highest dose often 46.1 µM), for inactives: top-dose activity, negative = less viability, hits mostly cytotoxic; actives 1.6% (n = 360,000);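 further: NT is the 2HG producing partner of a matched IDH1 knockdown line; potency means the concentration at half of the fitted maximal effect; 0% = DMSO-treated cells and -100% = media-only wells without cells; nearly all actives have a fitted effect of over 55% in size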
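Read-out is CellTiter-Glo luminescence after 10 minutes at room temperature, following 48 hours' compound treatment of HT-1080-NT cells (750 cells/well, RPMI, 5% FBS, 37 degrees C).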
KB-V1 cytotox: kills drug-selected multidrug resistant KB-V1 cells; KB-V1 MDR cells viability, CellTiter-Glo, 72 h; Potency, µM (doses to about 46.1 µM), inactives show at the highest dose activity change, negative = cytotoxicity, actives largely listed as cytotoxic; actives 3.4% (n = 400,000); further: potency means the concentration at half of the fitted maximal effect; on the % scale 0 is the no-effect control and ±100 the full control effect; nearly all actives have a fitted effect of over 60% in size
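Luminescent ATP read-out (CellTiter-Glo, 10 min) measures survival of drug-selected KB-V1 MDR cells after 72 h, 37 degrees C compound exposure. Medium: phenol-red-free DMEM, 10% FBS. Values from fitted concentration-response curves.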
MCF10A rereplic: induces DNA re-replication in MCF 10a normal breast cells; MCF 10A DNA re-replication, Hoechst nuclear intensity, 48 h; Potency, µM (top dose mostly 46.1 µM), inactives show top-dose activity, positive = re-replication, most hits filed as activators; actives 2.9% (n = 350,000); further: potency means the concentration at half of the fitted maximal effect; % of control where 0% means no effect; nearly all actives have a fitted effect of over 50% in size
HT1080 IDH1KD tx: kills HT-1080 cells with IDH1 knockdown; HT-1080 IDH1 knockdown viability, ATP luminescence, 48 h; Potency, µM (top dose mostly 46.1 µM), without a hit: at the top dose activity, negative = toxicity, most hits filed as cytotoxic; actives 2% (n = 360,000); AID 686971;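 further: potency means the concentration at half of the fitted maximal effect; 0% = DMSO wells and -100% = cell-free medium wells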
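In this qHTS, HT-1080 cells depleted of IDH1 are exposed for 48 h at 37 °C to compound titrations. Toxicity is scored from CellTiter-Glo luminescence, with DMSO as full viability and medium alone as none.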
IL-1B inflam inh: inflammasome signaling inhibition, IL-1 beta readout; actives 4.7% (n = 360,000); THP-1 LPS/ATP IL-1B secretion, AlphaLISA, 16 h; hits give low values; AID 743279; activity change, % at 57.5 µM; in the data active means activity change below about -50%; inconclusive means mostly about -30% to -49%; further: on the % scale 0 is the no-effect control and ±100 the full control effect
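THP-1 cells pretreated 1 hr with compounds (up to 57.5 uM final), then stimulated with LPS (250 ng/mL final) plus ATP (1.25 mM final); secreted IL-1B measured by AlphaLISA after 16 hr, decreased signal indicating inhibition.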
SW480 rerep: induces DNA re-replication in SW480 colon adenocarcinoma cells | SW480 DNA re-replication, Hoechst DNA content imaging, 48 h | Potency, µM (titrated, usually from 46.1 µM), for the others: top-dose re-replication activation, hits mostly activators | actives 1.8% (n = 340,000); further: potency means the concentration at half of the fitted maximal effect; % of control where 0% means no effect; nearly all actives have a fitted effect of over 55% in size
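DNA re-replication was detected as more nuclei of elevated Hoechst intensity after 48 hr exposure to compound (23 nL pinned per well of 250 cells).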
* = called active by the depositor; ! = a repeat was not active; [ ] = another dose, or the depositor's remark. Unless noted, the call rests on the fitted dose curve; in most records, active means well fitted curve in the direction sought with a large enough effect; inconclusive means small, poorly fitted or top-dose-only effect, or another doubt; inactive means no such curve, though single readings can be large; an effect the other way counts as inactive or inconclusive.

For CCOC(=O)C(C)Sc1ncnc2c1c(-c1ccccc1)cn2-c1ccc(OC)cc1 (stereo not given) the results were ATXN viability inactive, KB-3-1 tox 8%, ATXN2 expr inh -13%, HT1080NT lethal 0%, KB-V1 cytotox 10%, MCF10A rereplic -2%, HT1080 IDH1KD tx -4%, IL-1B inflam inh 14 and SW480 rerep -2%.
`COC(=O)[C@H]1[C@H]2C[C@@H]3c4[nH]c5cc(OC)ccc5c4CCN3C[C@H]2C[C@@H](OC(=O)c2cc(OC)c(OC)c(OC)c2)[C@@H]1OC` gave ATXN viability inactive, KB-3-1 tox 0%, ATXN2 expr inh inconclusive, HT1080NT lethal inconclusive, KB-V1 cytotox -1%, MCF10A rereplic 30µM*!, HT1080 IDH1KD tx inconclusive, IL-1B inflam inh -29 and SW480 rerep inconclusive.
Cc1ccc(S(=O)(=O)N2CCOCC2)cc1C(=O)Nc1ccc2c(c1)CCC2 was read as ATXN viability inactive, KB-3-1 tox -3%, ATXN2 expr inh 3%, HT1080NT lethal 5%, KB-V1 cytotox -1%, MCF10A rereplic 2%, HT1080 IDH1KD tx 2%, IL-1B inflam inh 13 and SW480 rerep -2%.
CCc1ccc2c(c1)/C(=N/OC)C(=O)N2 was read as ATXN viability inactive, KB-3-1 tox -6%, ATXN2 expr inh -2%, HT1080NT lethal 3%, KB-V1 cytotox -29%, MCF10A rereplic 2%, HT1080 IDH1KD tx 13%, IL-1B inflam inh -8 and SW480 rerep 0%.
O=C(CN1CCCc2ccccc21)N/N=C/c1ccccc1 was read as ATXN viability inactive, KB-3-1 tox -5%, ATXN2 expr inh 47%[activator], HT1080NT lethal -2%, KB-V1 cytotox -32%, MCF10A rereplic 4%, HT1080 IDH1KD tx -3%, IL-1B inflam inh 18 and SW480 rerep -22%.
For COc1ccccc1N(Cc1ccccc1)S(=O)(=O)c1cccc(C(=O)N2CCCCC2)c1 the results were ATXN viability inconclusive, KB-3-1 tox 0%, ATXN2 expr inh inconclusive, HT1080NT lethal inconclusive, KB-V1 cytotox 0%, MCF10A rereplic inconclusive, HT1080 IDH1KD tx inconclusive, IL-1B inflam inh -58* and SW480 rerep -4%.
`CCS(=O)(=O)N1CCC(C(=O)Oc2ccc(Br)cc2)CC1` gave ATXN viability inactive, KB-3-1 tox -14%, ATXN2 expr inh 0%, HT1080NT lethal -14%, KB-V1 cytotox 4%, MCF10A rereplic 4%, HT1080 IDH1KD tx -7%, IL-1B inflam inh 6 and SW480 rerep 2%.
For CCN(CC)C(=O)COc1ccc(/C(C)=N/NC(=O)c2ccccc2O)cc1 the results were ATXN viability inactive, KB-3-1 tox -1%, ATXN2 expr inh 23%, HT1080NT lethal -9%, KB-V1 cytotox 1%, MCF10A rereplic 0%, HT1080 IDH1KD tx -3%, IL-1B inflam inh 15 and SW480 rerep -8%.
`O=C(O)CCC(=O)/C=C/c1ccccc1` gave ATXN viability inactive, KB-3-1 tox inconclusive, ATXN2 expr inh 5%, HT1080NT lethal -3%, KB-V1 cytotox 27%, MCF10A rereplic 1%, HT1080 IDH1KD tx -16%, IL-1B inflam inh -9 and SW480 rerep 2%.
O=C(COC(=O)/C=C/c1cccc(Cl)c1)NCc1cccs1 was read as ATXN viability inconclusive, KB-3-1 tox -2%, HT1080NT lethal 4%, KB-V1 cytotox 0%, MCF10A rereplic 7%, HT1080 IDH1KD tx -3%, IL-1B inflam inh 12 and SW480 rerep -1%.
Cc1cccc(COc2ccc(/C(O)=C3\C(=O)C(=O)N(CCN(C)C)C3c3ccncc3)cc2)c1 (stereo not given) was read as ATXN viability inactive, KB-3-1 tox 6%, ATXN2 expr inh 3%, HT1080NT lethal 3%, KB-V1 cytotox 15%, MCF10A rereplic 0%, HT1080 IDH1KD tx 1%, IL-1B inflam inh 12 and SW480 rerep 6%.
For N#Cc1cccc(Nc2c3c(nc4ccccc24)CCCC3)c1 the results were ATXN viability inconclusive, KB-3-1 tox -11%, ATXN2 expr inh inconclusive, HT1080NT lethal inconclusive, KB-V1 cytotox 0%, MCF10A rereplic 6%, HT1080 IDH1KD tx inconclusive, IL-1B inflam inh -4 and SW480 rerep 3%.
`O=C(O)CCn1nnc2ccccc21` gave ATXN viability inactive, KB-3-1 tox 10%, ATXN2 expr inh 2%, HT1080NT lethal 8%, KB-V1 cytotox inconclusive, MCF10A rereplic 7%, HT1080 IDH1KD tx 17%, IL-1B inflam inh 17 and SW480 rerep 1%.
CC(=O)Oc1ccc2oc(/C=C/N(C)C)c([N+](=O)[O-])c2c1 was read as KB-3-1 tox 17%, HT1080NT lethal -1%, KB-V1 cytotox 4%, MCF10A rereplic -2%, HT1080 IDH1KD tx -1%, IL-1B inflam inh -9 and SW480 rerep -7%.
`CCOc1ccccc1NC(=S)N1CCC(c2nc3ccccc3o2)CC1` gave ATXN viability inactive, KB-3-1 tox -19%, HT1080NT lethal -5%, KB-V1 cytotox -28%, MCF10A rereplic 11%, HT1080 IDH1KD tx 2%, IL-1B inflam inh -1 and SW480 rerep -1%.
For O=C(NCc1ccccc1F)C1CC(=O)N(Cc2ccco2)C1 (stereo not given) the results were ATXN viability inactive, KB-3-1 tox inconclusive, HT1080NT lethal 5%, KB-V1 cytotox 4%, HT1080 IDH1KD tx 3% and IL-1B inflam inh 5.
For COc1ccccc1OCC(=O)Nc1cc(-c2ccc(C)cc2)no1 the results were ATXN viability inactive, KB-3-1 tox 7%, ATXN2 expr inh 10% and KB-V1 cytotox 0%.
CCOC(=O)Cc1c(C)c2c(C)[nH]nc2oc1=O was read as ATXN viability inactive, KB-3-1 tox 17%, ATXN2 expr inh 7%, HT1080NT lethal 23%, KB-V1 cytotox 19%, MCF10A rereplic 0%, HT1080 IDH1KD tx 29%, IL-1B inflam inh 0 and SW480 rerep -9%.
Screening CCc1ccccc1NNC(=O)CCc1ccccc1 returned ATXN viability inactive, KB-3-1 tox -3%, ATXN2 expr inh -6%, HT1080NT lethal -21%, KB-V1 cytotox -11%, MCF10A rereplic 1%, HT1080 IDH1KD tx inconclusive, IL-1B inflam inh -4 and SW480 rerep -89%[inhibitor].
`CC(=O)C1=NN(c2ccccc2)C(c2cccs2)N1c1ccc(N(C)C)cc1` (stereo not given) gave ATXN viability inconclusive, KB-3-1 tox inconclusive, ATXN2 expr inh inconclusive, HT1080NT lethal 7.1µM*, KB-V1 cytotox -9%, MCF10A rereplic inconclusive, HT1080 IDH1KD tx 2.5µM*, IL-1B inflam inh -72* and SW480 rerep inconclusive.

Entries above that contain a thiophene ring, fused or not, in the order listed:
O=C(COC(=O)/C=C/c1cccc(Cl)c1)NCc1cccs1 was read as ATXN viability inconclusive, KB-3-1 tox -2%, HT1080NT lethal 4%, KB-V1 cytotox 0%, MCF10A rereplic 7%, HT1080 IDH1KD tx -3%, IL-1B inflam inh 12 and SW480 rerep -1%.
`CC(=O)C1=NN(c2ccccc2)C(c2cccs2)N1c1ccc(N(C)C)cc1` (stereo not given) gave ATXN viability inconclusive, KB-3-1 tox inconclusive, ATXN2 expr inh inconclusive, HT1080NT lethal 7.1µM*, KB-V1 cytotox -9%, MCF10A rereplic inconclusive, HT1080 IDH1KD tx 2.5µM*, IL-1B inflam inh -72* and SW480 rerep inconclusive.

Remaining list, next part
Screening CN1CCc2c(sc3c2C(=O)NC(/C=C\c2ccccc2)N3)C1 (stereo not given) returned KB-3-1 tox 0%, ATXN2 expr inh 13%, HT1080NT lethal 0%, KB-V1 cytotox -3%, MCF10A rereplic 1%, HT1080 IDH1KD tx 0% and SW480 rerep -59%[inhibitor].
Cn1c(=O)c2c(nc(SCC(=O)NCC3CCCO3)n2Cc2ccc(F)cc2)n(C)c1=O (stereo not given) was read as ATXN viability inactive, KB-3-1 tox 17%, ATXN2 expr inh -5%, HT1080NT lethal 6%, KB-V1 cytotox inconclusive, MCF10A rereplic 1%, HT1080 IDH1KD tx 0%, IL-1B inflam inh 19 and SW480 rerep -4%.
Screening COc1ccc(C(C(=O)NC2CCCC2)N(CCN(C)C)C(=O)c2snc(C(N)=O)c2N)cc1 (stereo not given) returned ATXN viability inactive, KB-3-1 tox 4%, ATXN2 expr inh 5%, HT1080NT lethal 10%, KB-V1 cytotox -15%, MCF10A rereplic -2%, HT1080 IDH1KD tx 12%, IL-1B inflam inh 0 and SW480 rerep -8%.
Screening O=C(CSCc1ccc(Cl)cc1)N1CCOCC1 returned ATXN viability inactive, KB-3-1 tox -3%, ATXN2 expr inh 26%, HT1080NT lethal 12%, KB-V1 cytotox -6%, MCF10A rereplic 8%, HT1080 IDH1KD tx 2%, IL-1B inflam inh -4 and SW480 rerep -1%.
For CC1(C)Cc2c(cnn2-c2cccc(F)c2)C(NC(=O)c2ccc[n+]([O-])c2)C1 (stereo not given) the results were ATXN viability inactive, KB-3-1 tox 17%, ATXN2 expr inh 3%, HT1080NT lethal 1%, KB-V1 cytotox 28%, MCF10A rereplic 0%, HT1080 IDH1KD tx 6%, IL-1B inflam inh 0 and SW480 rerep -18%.
Cc1ccc2nc(-c3cccnc3)cc(C(=O)N3CCN(c4ccc([N+](=O)[O-])cc4)CC3)c2c1 was read as ATXN viability inactive, KB-3-1 tox -2%, ATXN2 expr inh -23%, HT1080NT lethal 0%, KB-V1 cytotox -27%, MCF10A rereplic 14%, HT1080 IDH1KD tx 2%, IL-1B inflam inh 10 and SW480 rerep -3%.
`O=C(Nc1c(C(=O)NCc2ccco2)cnn1-c1ccccc1)c1ccc(F)cc1` gave ATXN viability inactive, KB-3-1 tox 0%, ATXN2 expr inh 4%, HT1080NT lethal 1%, KB-V1 cytotox -20%, MCF10A rereplic -1%, HT1080 IDH1KD tx 17%, IL-1B inflam inh -6 and SW480 rerep -6%[9.22 µM].
For O=C(Nc1nnc(-c2ccccc2)o1)c1cc(-c2cccs2)nc2ccccc12 the results were ATXN viability inconclusive, KB-3-1 tox 0%, ATXN2 expr inh inconclusive, HT1080NT lethal inconclusive, KB-V1 cytotox -27%, MCF10A rereplic 2.1µM*, HT1080 IDH1KD tx inconclusive, IL-1B inflam inh 23 and SW480 rerep inconclusive.
